Compound activity: PubChem BioAssay, Sanford-Burnham Center for Chemical Genomics
NLRP3 yeast inh: inhibitors of NALP3 inflammasome in yeast; hit rate 0.39% among 330,000; Yeast reconstituted NLRP3/ASC/caspase-1, beta-gal luminescence, 24 h; AID 2825; inhibition, % at 10 µM;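 active = inhibition of 50% or more; inactive = inhibition below 50%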;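 note: plate controls were induced DMSO wells for no effect and uninduced yeast grown without galactose for full effect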
mIAP act: mouse IAP activation; muIAP, CDP-Star luminescence, 30 min; active compounds read high; 1 = vehicle-only enzyme signal, 0 = enzyme-free wells; activation factor at 10 µM; hit rate 0.24% among 330,000; AID 2805;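 active = activation factor of at least 2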; note: the source names both 10 and 20 µM as test concentration; values of inactives mirror those of a sister screen read the other way
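Assay system: mouse IAP enzyme / Compound: DMSO-dissolved test compounds / Timing: 30 min, room temperature / Measured by: luminescence from enzymatic CDP-Star hydrolysis / Control set: DMSO-only wells, enzyme-free buffer wells as negative control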
mIAP inh: blocks mouse intestinal alkaline phosphatase; purified mouse IAP, CDP-Star luminescence, 30 min; inhibition, % at 10 µM; hit rate 0.2% among 330,000;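 active = inhibition of at least 40% at 10 µM in the primary screen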;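 note: plate controls were DMSO with enzyme for no effect and no enzyme wells for full effect; values of inactives mirror those of a sister screen read the other way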
APOBEC3A inh: inhibitors of human APOBEC3A DNA deaminase. hit rate 0.41% among 330,000. recombinant A3A, FAM/TAMRA ssDNA deamination fluorescence. inhibition, % at 20 µM. P31941;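 active = at least 40% inhibition at 20 µM here, with at most 30% in a related deaminase screen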;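 note: plate controls were A3A with DMSO for no effect and wells lacking A3A enzyme for full effect; some results filed as inactive read as strong as hits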
Target sequence (P31941 whole entry, looked up): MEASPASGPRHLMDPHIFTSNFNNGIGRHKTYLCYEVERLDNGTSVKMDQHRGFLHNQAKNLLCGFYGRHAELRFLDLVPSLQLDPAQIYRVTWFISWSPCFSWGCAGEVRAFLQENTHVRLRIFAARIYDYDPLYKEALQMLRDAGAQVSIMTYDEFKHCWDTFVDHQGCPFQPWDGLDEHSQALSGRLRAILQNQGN
tim10-1 inh: growth inhibitors of tim10-1 mutant yeast; hit rate 2.2% among 330,000; S. cerevisiae tim10-1 ts strain growth, BacTiter-Glo, 24 h; inhibition, % at 20 µM;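 active = inhibition of at least 40%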;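 note: mutant grown at 25 °C; 0% = DMSO wells with yeast and 100% = wells holding no yeast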
A3G deaminase: inhibitors of human APOBEC3G DNA deaminase; hit rate 0.28% among 330,000; inhibition, % at 20 µM; recombinant A3G, ssDNA deamination FAM/TAMRA fluorescence; Q9HC16; AID 493012;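 active = inhibition of at least 40% at 20 µM, with no more than 30% in the related APOBEC3A deaminase screen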;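 note: plate controls were DMSO wells with A3G for no effect and wells lacking A3G enzyme for full effect; some compounds called inactive have numbers as strong as hits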
Target sequence (Q9HC16 whole entry, looked up): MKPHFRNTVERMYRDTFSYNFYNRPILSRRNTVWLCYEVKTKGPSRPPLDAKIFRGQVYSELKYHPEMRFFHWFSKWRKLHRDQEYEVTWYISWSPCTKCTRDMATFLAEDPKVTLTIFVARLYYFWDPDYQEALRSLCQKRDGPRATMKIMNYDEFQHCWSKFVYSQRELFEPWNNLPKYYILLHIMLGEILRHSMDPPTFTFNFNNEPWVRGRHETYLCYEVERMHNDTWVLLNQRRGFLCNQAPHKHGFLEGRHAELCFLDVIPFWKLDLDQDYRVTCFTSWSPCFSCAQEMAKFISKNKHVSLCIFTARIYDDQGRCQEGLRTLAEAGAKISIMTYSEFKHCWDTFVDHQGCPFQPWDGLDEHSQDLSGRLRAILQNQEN
TIM10 inh: TIM10 yeast growth inhibition; S. cerevisiae TIM10 strain growth, BacTiter-Glo luminescence, 24 h; inhibition, % at 10 µM; hit rate 1.4% among 330,000;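 active = inhibition of 40% or more at the single tested concentration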;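 note: wild-type TIM10 isogenic control strain grown at permissive 25 °C; 0% = DMSO yeast wells and 100% = minimal medium wells without yeast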
hIAP inh: blocks human intestinal alkaline phosphatase | purified IAP, CDP-Star luminescence, 30 min | inhibition, % at 10 µM | hit rate 0.12% among 330,000 | P09923 | AID 2544;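 active = inhibition reaching a set limit with compound at 10 µM in the primary screen, cut at about 35% in these data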;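 note: plate controls were DMSO wells with enzyme for no effect and no-enzyme buffer wells for full effect; values of inactives mirror those of a sister screen read the other way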
Target sequence (P09923 whole entry, looked up): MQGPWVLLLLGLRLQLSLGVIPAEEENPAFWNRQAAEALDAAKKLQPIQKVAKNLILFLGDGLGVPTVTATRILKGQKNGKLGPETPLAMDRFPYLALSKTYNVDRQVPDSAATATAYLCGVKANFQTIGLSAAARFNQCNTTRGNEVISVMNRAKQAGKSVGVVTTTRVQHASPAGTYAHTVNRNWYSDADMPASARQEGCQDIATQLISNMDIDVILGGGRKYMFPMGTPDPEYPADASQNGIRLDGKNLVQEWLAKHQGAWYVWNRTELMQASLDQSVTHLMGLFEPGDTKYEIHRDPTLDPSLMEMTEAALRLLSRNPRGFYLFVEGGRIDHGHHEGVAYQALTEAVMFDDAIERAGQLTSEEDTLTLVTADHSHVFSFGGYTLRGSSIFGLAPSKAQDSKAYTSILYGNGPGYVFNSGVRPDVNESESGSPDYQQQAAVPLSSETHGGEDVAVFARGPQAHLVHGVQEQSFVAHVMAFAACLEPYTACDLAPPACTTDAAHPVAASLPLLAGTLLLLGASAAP
beta cell repl: induces beta-cell replication in MIN6 cells; MIN6 cells proliferation, ATPlite luminescence, 48 h; cells starved in 0.2% serum; 100% = growth in 10% serum; proliferation, % at 10 µM; hit rate 0.29% among 330,000;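 active = compounds whose signal lies at least 3.5 SD above the mean of all wells on their plate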;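 note: 0% = DMSO-treated cells in low-serum medium and 100% = 10% serum control; some compounds called inactive have numbers as strong as hits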
The depositor's hits bear a star; x = not tested or not shown; & = joins results of further samples.

SMILES	NLRP3 yeast inh	mIAP act	mIAP inh	APOBEC3A inh	tim10-1 inh	A3G deaminase	TIM10 inh	hIAP inh	beta cell repl
CC(C)NC(=O)N(C)C[C@H]1Oc2ccc(NC(=O)CCN3CCOCC3)cc2C(=O)N([C@H](C)CO)C[C@@H]1C	-9	0.95	5	-6	3	-8	-3	-1	-4
CC(NC(=O)c1cc(-c2ccccn2)nc2ccc(Cl)cc12)C1CCCO1 (stereo not given)	8	1	0	10	16	-2	6	-31	0
CC(=O)N(C)c1ccc(NC(=O)c2cnn(C)c2)cc1	17	1	-2	-9	2	-2	-17	1	0
Cc1cc(=O)oc2ccc(OC(C)C(=O)O)cc12 (stereo not given)	2	1	0	2	-10	0	0	-8	-4
Cc1nonc1NC(=O)CSc1ccccn1	2	0.98	2	-3	-9	-8	7	14	0
COc1ccc(C(=O)N2CCOC2CNC(=O)C(=O)NCc2ccc(F)cc2)cc1 (stereo not given)	15	0.95	5	0	-8	-6	-2	-21	-5
COc1nc(N=C(N)N)nc2c(C)cccc12	2	0.99	1	7	5	2	-10	0	2
O=C(NC1CCCCCC1)C1CCN(S(=O)(=O)c2cnc[nH]2)CC1	13	1.1	-7	-1	6	-3	10	9	-2
CC(OC(=O)c1ccco1)C(=O)NC1CCCCC1 (stereo not given)	16	0.94	6	1	9	-3	6	7	-3
O=c1ccc2c([nH]1)CCCCCCCCCC2	13	1	0	2	6	0	23	4	-2
O=C(COC(=O)COc1ccccc1)Nc1cccc([N+](=O)[O-])c1	2	0.92	8	2	16	-5	14	11	1
COc1ccc(Cl)c(NC(=O)C/C(C)=N/NC(=O)CCc2ccccc2)c1	7	0.93	7	-3	2	-8	20	-5	-4
COC(=O)Cn1c(C(=O)N2CCCC2)cc2c1C[C@H]1CN(C(=O)c3ccccc3)[C@@](Cc3ccc(F)cc3)(C(=O)OC)[C@@H]21	0	1	-2	-2	21	-3	17	9	5
CCO[C@H]1OC(C(=O)Nc2ccccc2)=C[C@@H](c2csc3ccccc23)[C@@H]1CCCO	1	0.92	8	-3	35	-9	15	-18	-5
c1ccc(CCCN2CCN(c3ccccc3)CC2)cc1	14	1.1	-6	-4	-25	-7	-6	-42	-2
COC(=O)c1scc(C)c1N1C(=O)c2ccccc2C1=O	7	0.95	5	0	-26	0	-30	26	-2
COc1ccc(OC)c(-c2nc(CN(C)C(C)c3ccncn3)c(C)o2)c1 (stereo not given)	6	1	-4	0	-7	-1	-15	-3	-3
O=[N+]([O-])c1cc(-c2ncccn2)c([N+](=O)[O-])s1	38	0.9	10	0	88*	-5	91*	-3	-6
O=C(CN1CCN(Cc2ccccc2)CC1)c1ccccc1	19	0.94	6	-4	13	-6	5	-3	3
CCCCCn1cnc2c(=S)nc(N)[nH]c21	21	1.1	-10	-2	20	2	3	11	0
C[C@H](CO)N1C[C@H](C)[C@@H](CN(C)S(=O)(=O)c2ccccc2)Oc2ccc(NC(=O)C3CCCCC3)cc2C1=O	4	1.2	-24	-4	-16	-8	0	-4	3
Cc1nc2ccc(S(=O)(=O)c3ccc4nc(C)[nH]c4c3)cc2[nH]1	14	0.86	14	-3	-24	-7	-5	-20	0
CCOc1ccc2nc(NC(=O)C(NS(=O)(=O)c3cccs3)C(C)C)sc2c1 (stereo not given)	-3	0.89	11	-10	8	-8	-20	-2	-3
c1ccc2c(c1)ncn2-c1ccc(-c2ccnc(-c3ccncc3)n2)cc1	19	0.8	20	1	6	3	-14	-15	0
CCc1ccc2nc(Nc3ncc(C(C)=O)c(C)n3)nc(C)c2c1	8	0.89	11	-2	8	-4	16	4	2
COc1cccc(-c2nc(OC(C)C)c3ccccc3n2)c1	32	0.96	4	-1	15	-7	3	-9	-4
O=CC1=C(c2ccccc2)Oc2ccccc2O1	68*	0.98	2	3	22	5	78*	-4	-5
O=C(Nc1ccc(Cl)cc1C(=O)Nc1ccc(Br)cn1)c1ccco1	26	0.9	10	1	45*	-5	44*	0	-4
Cc1ccccc1NC(=O)C(C#N)Cc1cccnc1 (stereo not given)	-4	1	-2	5	10	-5	3	-6	3
Cc1cc(C)n2cc(CSc3nnc(N)s3)nc2n1	5	1	-3	0	-5	-8	1	-13	0
COc1cccc(N(CC(=O)NC2CCCCC2)C(=O)CCCC(=O)Nc2ccccn2)c1	-5	1.1	-9	-3	7	-4	12	-5	-4
Cc1nn(C)c(Oc2ccccc2)c1CCNC(=O)C(C)(C)C	8	1	-4	-1	-4	3	-2	-12	-5
COc1ccccc1C(=O)Nc1nc2ccccc2[nH]1	60*	0.99	1	0	67*	-8	68*	-19	-4
CCOC(=O)CN/C=C(\C#N)c1ccccc1	22	1	0	-1	5	-5	1	26	2
Cc1ccc(C)c(NC(=O)CCCCCCCCCCC2COCCO2)c1 (stereo not given)	-11	1.1	-6	2	10	-3	10	0	-3
Cc1nc(NC(=O)CCc2ccccc2)ccc1Br	42	1.1	-6	-3	8	6	5	-14	-2
O=C(NCc1cccs1)c1cc(S(=O)(=O)N2CCOCC2)c(Cl)cc1Cl	4	1	-2	0	14	-4	9	-1	-3
COc1cc(C(=O)O/N=C(\N)c2cccc([N+](=O)[O-])c2)cc(OC)c1OC	6	0.96	4	-6	4	-9	11	14	0
O=C(NCc1ccccn1)c1ccc(Cl)c(S(=O)(=O)N2CCCCC2)c1	14	0.96	4	2	-28	0	-32	7	-3
CCN1CCN(CCOc2ccc(Br)cc2C)CC1	15	1.1	-6	-2	-5	-5	-1	-7	0

Some of the entries so far, in markdown.
| molecule | NLRP3 yeast inh | mIAP act | mIAP inh | APOBEC3A inh | tim10-1 inh | A3G deaminase | TIM10 inh | hIAP inh | beta cell repl |
| --- | --- | --- | --- | --- | --- | --- | --- | --- | --- |
| Cc1ccc(C)c(NC(=O)CCCCCCCCCCC2COCCO2)c1 (stereo not given) | -11 | 1.1 | -6 | 2 | 10 | -3 | 10 | 0 | -3 |
| Cc1nc(NC(=O)CCc2ccccc2)ccc1Br | 42 | 1.1 | -6 | -3 | 8 | 6 | 5 | -14 | -2 |
| O=C(NCc1cccs1)c1cc(S(=O)(=O)N2CCOCC2)c(Cl)cc1Cl | 4 | 1 | -2 | 0 | 14 | -4 | 9 | -1 | -3 |
| COc1cc(C(=O)O/N=C(\N)c2cccc([N+](=O)[O-])c2)cc(OC)c1OC | 6 | 0.96 | 4 | -6 | 4 | -9 | 11 | 14 | 0 |

Additional entries follow.
SMILES	NLRP3 yeast inh	mIAP act	mIAP inh	APOBEC3A inh	tim10-1 inh	A3G deaminase	TIM10 inh	hIAP inh	beta cell repl
CC(=O)NC(CC(=O)N(Cc1ccccc1)c1ccc(C)cc1)c1ccccc1 (stereo not given)	-8	1.2	-17	1	18	7	7	13	0
CC(=O)Nc1ccc(S(=O)(=O)Nc2ccccc2C(=O)N2CCCC2)cc1	2	0.96	4	-1	16	-4	-5	-13	-1
CN(Cc1cnn(C)c1)C(=O)C1CCC(=O)N(Cc2cccc(F)c2)C1 (stereo not given)	17	0.99	1	4	-5	1	3	45*	0
CC(C)(C)NC(=O)C(c1ccc(-c2ccccc2)cc1)N(C[C@H]1CC[C@@H]([C@@H]2CC[C@H](CO)O2)O1)C(=O)c1ccccc1F (stereo not given in full)	x	1.1	-6	1	20	4	-3	x	x
CC(=O)Nc1ccc(S(=O)(=O)NC2C3(C)CCC(C3)C2(C)C)cc1 (stereo not given)	10	0.89	11	1	-10	-3	3	-1	-3
Cn1c(=O)c2c(SCc3cccnc3)nc(CC(C)(C)C)nc2n(C)c1=O	7	1.1	-6	0	23	0	-11	0	-6
CCC(=O)c1ccc(OCC(=O)OCC(=O)NCC2CCCO2)cc1 (stereo not given)	9	0.96	4	-2	-9	-6	5	15	-1
O=C(CSc1ccc2ccccc2c1)NC1CCCc2ccccc21 (stereo not given)	21	1.2	-21	2	4	-3	-34	-3	-5
NC(=O)C1(N2CCCCC2)CCN(C(=S)NCCc2ccccc2)CC1	8	1.1	-6	-3	2	-5	-2	-10	0
O=C(NCc1ccco1)c1ccc(Br)c(S(=O)(=O)N2CCCCC2)c1	20	0.96	4	-2	11	-3	4	12	-2
CCC(=O)Nc1ccc(C(=O)CSc2nnc(-c3ccccc3F)n2C2CC2)cc1	6	0.9	10	12	9	23	-24	9	0
CC(=O)CCc1c(C)c2cccc(C)c2[nH]c1=O	23	1	-4	2	3	-5	6	-7	-4
COc1ccc(CCNC(=O)c2ccc(NC3=NC4CS(=O)(=O)CC4S3)cc2)cc1OC (stereo not given)	12	0.98	2	-4	19	-10	2	-12	0
COCc1nnc(NC(=O)c2cc3ccccc3o2)s1	14	0.96	4	-2	-5	-5	6	-2	0
Cc1nccn1CCCNC(=O)CC1C(=O)NCCN1Cc1ccc(Cl)c(F)c1 (stereo not given)	4	0.99	1	-2	-7	-5	-3	-7	0
Cc1cc(C)cc(NC(=O)CN(C)S(=O)(=O)c2cnc[nH]2)c1	2	0.92	8	-3	8	-1	-2	1	-5
COCCN(C(=O)COC(=O)c1nc(Cl)ccc1Cl)c1c(N)n(Cc2ccccc2)c(=O)[nH]c1=O	15	1	-2	0	13	13	6	5	2
CCOC(=O)N1CC(=O)Nc2ccc(Br)cc2C1c1ccccc1 (stereo not given)	3	0.9	10	6	11	2	-9	19	-2
C=C(C)c1cccc(C(C)(C)NC(=O)N2CCN(C)CC2)c1	1	1.1	-8	-6	15	-1	1	-12	0
O=S(=O)(NCCOCCNS(=O)(=O)c1ccccc1)c1ccccc1	-5	1.1	-11	-3	9	-1	-15	-5	2
O=C(CN1C(=O)/C(=C\c2cccc(Cl)c2)Oc2ccccc21)N1CCN(c2ccccn2)CC1	14	0.91	9	-2	29	-3	11	11	-4
Cc1c(C(=O)NCCc2ccc(Cl)cc2)sc2nc3n(c(=O)c12)CCC3	10	0.99	1	-3	6	-3	-5	-12	9
COc1ccc(NC(=O)[C@@H](NC(=O)c2ccccc2)C(C)C)cc1S(=O)(=O)N1CCCCC1	11	1.1	-7	-1	3	-4	5	9	0
O=C(O)c1ccc(N(Cc2ccccc2)S(=O)(=O)c2ccccc2)cc1	-3&5	1.1&1.1	-6&-12	-5&-4	-18&-5	-9&-4	19&2	-4&-12	-5&-3
CCn1cc(C(=O)NCC(OC)OC)c(=O)c2cc(S(=O)(=O)N(C)C3CCCCC3)ccc21	5	1	-2	-1	4	-3	-1	-23	-4
CCc1c(C)nc2ncnn2c1N1CCCC(C(=O)NCc2ccco2)C1 (stereo not given)	4	0.98	2	-1	14	-3	-26	6	-1
COc1ccc(/C=N/NC(=O)c2ccccc2Cl)cc1CSc1nc2ccccc2s1	15	1	-3	-2	23	-6	22	-5	-5
Cc1cc([N+](=O)[O-])ccc1NC(=S)NC1CCCC1	2	0.92	8	-3	28	-6	8	8	4
Cc1ccc(OCCC(=O)OCc2csc(CC(=O)Nc3ccccc3C)n2)cc1	19	1	-4	0	5	-2	9	3	-2
Cc1cc(C)cc(N(CCC(=O)Nc2nnc(C3CC3)s2)S(=O)(=O)c2ccc(Cl)cc2)c1	9	0.87	13	-1	9	-6	7	5	-5
Nc1ccccc1NC1=CC(=O)CC(c2ccco2)C1 (stereo not given)	8	0.96	4	-2	-2	-3	-11	4	-2
CCOC(=O)C1C(c2cc(OC)c(OC)c(OC)c2)NC(=S)NC1(O)C(F)(F)F (stereo not given)	9	0.96	4	-2	7	-4	1	-3	0
CC(C)(C)C(=O)O/N=C1\CCS(=O)(=O)c2sccc21	19	0.79	21	-2	-6	-9	-1	17	-1
Cc1[nH]nc(-c2ccc(OCc3cnn(-c4ccccc4)c3)cc2O)c1Oc1ccc(F)cc1	23	1	-2	-1	-11	-5	-9	-9	-3
